PPC-1+TRAIL kill – PPC-1 cancer cell killing with TRAIL present. PPC-1 cells + TRAIL, ATPLite viability luminescence. hit rate 0.41% among 220,000. cell killing (% activity), % at 4 µM. AID 1443;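 active means cell killing above 50% in the first pass at 4 µM, then a duplicate retest at 5 µM averaging 50% or more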;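 further: plate controls were cells with TRAIL plus DMSO for no effect and medium-only wells lacking cells for full effect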
TRPML3 ag – activates the human TRPML3 channel. AID 1448. Q8TDD5. activation, % at 3 µM. hit rate 0.29% among 220,000. HEK293 TRPML3-YFP, Fluo-8 calcium fluorescence; 100% = the carbachol control signal;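 active means activation above its plate's cutoff, the mean activation of the plate's test wells plus 3 SD, cut at about 12% in these data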;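 further: 0% = DMSO only wells and 100% = carbachol wells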
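system = HEK293 cells stably carrying human TRPML3-YFP | doses = one concentration, 3 µM nominal, 0.3% DMSO | timing = dye loading 1 h 37 °C then 30 min ambient, 125 s read | detection = Fluo-8 calcium dye fluorescence, ex 470-495, em 515-575 nm | benchmarks = high control carbachol 87 µM, low control DMSO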
TRPN1 ag – agonists of zebrafish TRPN1 channel; hit rate 0.18% among 220,000; activation, % at 3 µM; HEK293 zebrafish TRPN1-YFP, Fluo-8 calcium fluorescence; 100% = response to 87 µM carbachol;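 active means activation above its plate's cutoff, the mean activation of test wells on that plate plus 3 SD, cut at about 19% in these data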;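 further: 0% = DMSO alone and 100% = 87 µM carbachol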
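Material: zebrafish TRPN1-YFP in HEK293 cells; Doses: single test compound dose, 3 µM nominal, 0.3% DMSO; Timing: dye loading 1 h at 37 °C, then 30 min room temperature; Technique: intracellular calcium fluorescence with Fluo-8; Benchmarks: high carbachol 87 µM, low DMSO alone.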
14-3-3 Bad inh – disrupts binding of bovine 14-3-3 zeta to phospho-Bad peptide | P63103 | TR-FRET 14-3-3zeta/Dy647-pBad peptide displacement, 1 h | inhibition, % at 21.7 µM | hit rate 0.71% among 220,000;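 active means inhibition above about 70%, limit read from the data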;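 further: 0% = full 14-3-3 plus peptide FRET controls and 100% = background without 14-3-3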
Target sequence (P63103 whole entry, looked up): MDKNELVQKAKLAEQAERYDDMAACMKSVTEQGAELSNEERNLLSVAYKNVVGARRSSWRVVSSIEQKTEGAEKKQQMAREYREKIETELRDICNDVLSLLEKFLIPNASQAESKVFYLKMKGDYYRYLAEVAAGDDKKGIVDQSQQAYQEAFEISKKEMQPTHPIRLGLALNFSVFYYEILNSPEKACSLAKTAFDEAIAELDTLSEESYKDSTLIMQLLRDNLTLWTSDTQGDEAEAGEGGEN
NPY Y1 blocker – NPY-Y1 (human) receptor antagonism; P25929; HEK293-CNG Y1 cells, membrane potential fluorescence; NPY at EC95, then isoproterenol; inhibition, % at 3.6 µM; hit rate 1% among 200,000;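 active means inhibition above the campaign mean inhibition of all tested compounds plus 3 SD, cut at about 20% in these data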;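 further: 0% = DMSO wells given NPY plus isoproterenol and 100% = isoproterenol alone without NPY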
Target sequence (P25929 whole entry, looked up): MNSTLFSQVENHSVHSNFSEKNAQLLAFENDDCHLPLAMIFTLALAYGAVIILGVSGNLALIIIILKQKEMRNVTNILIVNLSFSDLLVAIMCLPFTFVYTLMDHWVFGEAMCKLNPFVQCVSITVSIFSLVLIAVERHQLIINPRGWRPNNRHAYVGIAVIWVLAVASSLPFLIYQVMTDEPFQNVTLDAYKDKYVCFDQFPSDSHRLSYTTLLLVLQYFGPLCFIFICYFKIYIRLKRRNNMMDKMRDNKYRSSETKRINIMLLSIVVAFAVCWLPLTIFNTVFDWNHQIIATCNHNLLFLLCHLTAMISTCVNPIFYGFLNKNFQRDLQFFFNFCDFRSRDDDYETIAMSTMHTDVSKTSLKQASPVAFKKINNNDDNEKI
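Material: HEK293 cells with Y1 receptor plus CNG channel; times: compound incubation 1 h at room temperature, readout 45 min post-stimulation; signal: fluorescence, membrane potential probe; read-out basis: fluorescence ratio normalized to % inhibition between controls; benchmarks: full-block control isoproterenol-only wells, zero-block control NPY plus isoproterenol wells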
CHOP inhibitor – CHOP inhibition in unfolded protein response; CHO-K1 CHOP-promoter luciferase, tunicamycin-induced, 15-18 h; hit rate 3.8% among 220,000; inhibition, % at 10 µM;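 active means compounds that reduced the stress-induced luciferase reporter signal by more than about 70% of percent inhibition, limit read from the data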;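 further: 0% = tunicamycin plus vehicle and 100% = wells without tunicamycin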
NPY-Y1 PAM-ag – potentiates or activates human NPY-Y1 receptor | P25929 | activation, % at 3.6 µM | AID 1304 | hit rate 0.37% among 220,000 | NPY-Y1 expressing cells, potentiator/agonist activation; in the data active means activation above about 33%, passing the limit was not always enough;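 further: cells stimulated with NPY at EC10 then isoproterenol at EC100; 0% = low agonist plus stimulus and 100% = saturating agonist plus stimulus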
EP2 antag – EP2 receptor (human) inhibition; P43116; C6 glioma cells expressing human EP2, cAMP TR-FRET; cells stimulated with saturating PGE2; inhibition, % at 25 µM; hit rate 0.52% among 260,000; AID 1422;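 active means percent inhibition above 40 after rounding to a whole number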;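 further: rat C6 glioma host cells with rolipram phosphodiesterase inhibitor present; the protocol text gives 20 µM as final concentration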
Target sequence (P43116 whole entry, looked up): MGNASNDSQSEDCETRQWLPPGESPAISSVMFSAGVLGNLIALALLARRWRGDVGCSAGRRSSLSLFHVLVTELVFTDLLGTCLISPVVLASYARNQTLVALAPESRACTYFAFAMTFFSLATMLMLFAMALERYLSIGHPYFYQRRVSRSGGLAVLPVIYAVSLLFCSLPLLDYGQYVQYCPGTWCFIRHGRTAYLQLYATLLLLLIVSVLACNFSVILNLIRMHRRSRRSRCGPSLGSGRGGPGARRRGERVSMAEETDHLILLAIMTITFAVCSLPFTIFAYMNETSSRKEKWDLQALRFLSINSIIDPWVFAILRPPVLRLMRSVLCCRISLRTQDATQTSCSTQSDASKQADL
EP2 modulator – modulates human prostaglandin E2 receptor EP2 signaling. P43116. EP2-expressing cells, cAMP HTRF FRET, PGE2 co-stimulation. induction, % at 25 µM. hit rate 0.83% among 260,000;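 active means compounds whose cAMP rise, as percent of the full-agonist control response, exceeds 60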;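 further: rat C6 glioma line stably carrying human EP2 under a CMV promoter; the protocol text gives 20 µM as final concentration; 100% = response of wells given 1 µM PGE2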
* = called active by the depositor; . = not tested or not shown; & = joins results of further samples; [ ] = remark or other dose. An excerpt; the hit share may differ from the screen's.

SMILES	PPC-1+TRAIL kill	TRPML3 ag	TRPN1 ag	14-3-3 Bad inh	NPY Y1 blocker	CHOP inhibitor	NPY-Y1 PAM-ag	EP2 antag	EP2 modulator
CCN1C(=O)c2ccccc2S(=O)c2ccc(C(=O)N3CCOCC3)cc21 (configuration not stated)	-2	0.9	1.6	3	.	-9	1	5	17
COc1ccc(OC)c2sc(N(CCN(C)C)C(=O)c3cc(Cl)sc3Cl)nc12	11	0.7	-0.4	-7	-9	2	90*	4	23
Cc1ccc(Cn2nnc3c(=O)[nH]c(C4CCCN(C(=O)Nc5ccc(F)cc5)C4)nc32)cc1 (configuration not stated)	6	-0.3	0.3	-3	3	-5	-6	4	7
O=C(O)CC1=C(Nc2ccccc2)C(=O)N(c2ccccc2)C1c1ccc(F)cc1 (configuration not stated)	12	0.3	2.7	-3	5	33	-1	9	15
Cc1ccc(N2C(=O)CCC2(C(N)=O)c2ccccc2)cc1 (configuration not stated)	22	0.9	0.2	-12	-2	-3	-4	5	6
CCC(=O)Nc1ccc(/C(C)=N\NS(=O)(=O)c2ccc(C)cc2)cc1	0	-0.2	-0.8	-9	-2	24	18	8	19
O=C(CN(Cc1cccs1)C(=O)CNC(=O)c1ccco1)NC1CCCCC1	9	-0.3	1.1	-3[fluorescence artefact?]	5	40	-6	10	19
Cc1ccc(S(=O)(=O)NC(CC(=O)O)c2ccccc2)cc1 (configuration not stated)	14	0.4	0.2	8	6	35	-44	7	18
COC(=O)c1ccc(Cl)c(NC(C)=O)c1	10	-0.2	0.2	-6	6	13	-46	5	8
COc1cc(NS(=O)(=O)c2ccc(NC(=O)c3ccco3)cc2)nc(OC)n1	18	1.1	0.8	-5	3	-5	-5	6	-9
COc1ccc(C(=O)Nc2nc(-c3ccc(OC)cc3)c(-c3ccc([N+](=O)[O-])cc3)s2)cc1	1	0.3	-0.7	-8	-2	2	8	9	19
Cc1[nH]n(-c2ccccc2)c(=O)c1Sc1ccc(Cl)cc1	-4	-0.5	2.2	12	6	13	-13	11	32
c1ccc(-c2ccc(SCc3cccnc3)nn2)nc1	18	-0.4	-0.1	-10	0	32	5	11	-14
Cc1cccc(OCCCSc2nc3ccccc3[nH]2)c1	4	-0.4	-4.0	10	13	31	-3	15	-1
Cc1c(OCc2ccccc2)c(=O)ccn1Cc1ccccc1	12	0.3	1.3	-1[fluorescence artefact?]	-8	31	-9	15	6
CCSc1nnc(NC(=O)CSc2nc3c(c(=O)n2CC)SC(C)C3)s1 (configuration not stated)	-3	-0.1	1.2	8	1	29	-12	.	-24
S=c1[nH]nc(-c2ccncc2)n1/N=C/c1cccc(Cl)c1	6	0.3	0.1	7	.	0	7	0	-6
N#C/C(=C\c1ccc(N2CCOCC2)o1)c1ccccc1	15	0.4	0.3	-22[fluorescence artefact?]	5	37	-28	6	-7
COc1ccc(CCNC(=O)/C=C/c2cc(OC)c(OC)c(OC)c2)cc1OC	21	0.1	1.7	4	-2	19	-10	17	-39
Cc1ccc(C(=O)Nc2ccc3c4c(cccc24)CC3)cc1[N+](=O)[O-]	19	0.7	-1.5	-10	5	0	-16	8	13
CCC1=NN2C(=N)/C(=C\c3cccn3-c3ccc(C)cc3C)C(=O)N=C2S1	4	0.2	-0.1	-8	4	-13	17	9	-14
Cc1cc(C)n(NC(=S)NC2CCCC2)c(=O)c1C#N	-4	0.0	-0.2	-4	.	7	6	11	-1
Cc1cccc(Nc2nc(N)nc(CN3CCN(c4ccccc4)CC3)n2)c1	4	1.0	-0.2	19[fluorescence artefact?]	13	58	-10	11	-16
Cn1c(=O)c2c(nc(OCc3cccnc3)n2Cc2ccccc2)n(C)c1=O	8	0.1	0.8	-6	0	8	-27	0	22
Oc1ccccc1CNCCCNCc1ccccc1O	37	-0.3	-0.4	-12	30*	42	-70	3	-33
COc1ccc(OC)c(NC(=O)N[C@@H](Cc2ccccc2)C(=O)O)c1	12	0.7	0.7	2	2	10	-26	6	10
Cc1cc(NC(=O)CCCC(=O)OCC(F)(F)C(F)F)cc(C)c1C(=O)O	12	0.8	-0.7	-5[fluorescence artefact?]	-1	1	6	6	19
CC(C)(C)C(=O)O/N=C(\N)COc1cccc(Cl)c1	7	0.2	-0.2	1	.	-26	-8	8	-31
CC(=O)CC(=O)Nc1nc(C)cc(C)n1	4	0.3	1.6	-6	6	0	-4	5	13
CCc1cccc(CC)c1NC(=O)COC(=O)CCc1cc(OC)c(OC)c(OC)c1	8	-1.1	-1.0	-8	2	29	-22	8	8
CCSc1ccccc1C(=O)N1CCCC1	11	0.7	-0.8	1	0	-4	-3	1	1
C=CCNC(=O)C1CC(=O)N(c2ccc(OCC(=O)Nc3ccc(C)cc3)cc2)C1 (configuration not stated)	-6	0.1	1.0	-6	-4	18	-4	20&13	-4&10
O=C(CSCc1ccc(F)cc1)Nc1nc2c(s1)CCCC2	-11	0.1	-0.5	11	9	56	-3	8	-2
CC(C)C/C(O)=C/c1nc2cc(Cl)ccc2oc1=O	30	0.1	-0.6	-3	6	1	15	9	-21
O=C(Nc1ccncc1)c1ccccc1F	3	0.7	0.7	-2	-8	-4	18	7	6
COc1cccc(N=CC2=C(O)CCCC2=O)c1	14	0.9	2.5	-8	0	36	5	7	21
c1csc(-c2nnc(COc3ncnc4sccc34)o2)c1	7	1.0	-1.4	4	.	4	13	2	-12
COc1ccc(NC(=O)/C=C/C(=O)O)c(OC)c1	-4	0.5	0.8	4	.	-14	-8	3	75*
CCCCc1c(C)nc(N2CCCC2)[nH]c1=O	-3	0.7	-0.3	1	.	4	-20	5	13
Cc1cc(C)cc(OCC(=O)NC2=NCCS2)c1	-3[5 µM]	0.7	0.7	0	-3	-9	10	8	16
S=c1[nH]nc(-c2cccnc2)n1Cc1ccccc1	10	0.3	0.6	-28	2	29	19	13	30
N#CCSc1nnc(Nc2ccccc2)s1	24	0.5	0.2	-13	-6	6	12	10	-6
CCOC(=O)C1=C(O)/C(=C/c2ccc(OCC(=O)O)c(OC)c2)SC1=Nc1ccc(OCC)cc1	34	0.2	0.7	-4	-1	-11	-31	20	3
O=C(Nc1ccccc1)/C(=C/c1cccc(Br)c1)NC(=O)c1ccco1	16	0.9	-0.2	2	1	20	-8	4	2
CCc1ccc(NC(=S)NC2CC3CCC(C2)N3Cc2ccco2)cc1 (configuration not stated)	-4	0.8	-0.6	-3	0	4	4	10	-19
O=C(Cc1ccccc1)Nc1ccc(CN2CCOCC2)cc1	35	1.1	0.0	-2[fluorescence artefact?]	2	-7	-4	2	-9
COCCn1c(-c2ccc(OC)cc2)nc2oc3cc(OC)ccc3c(=O)c2c1=O	7	0.3	-0.9	24[fluorescence artefact?]	-2	10	-18	9	27
O=S(=O)(c1cnc[nH]1)N1CCN(c2ccccc2)CC1	10	0.5	0.7	5[fluorescence artefact?]	2	-23	-5	9	-2
COc1cccc(C(=O)Nc2cc([N+](=O)[O-])ccc2N2CCN(C)CC2)c1	-2	0.3	-1.7	-6	-4	-10	6	8	-9
O=C(O)c1ccc(C2SCC(=O)N2Cc2ccco2)cc1 (configuration not stated)	.	0.9	1.1	-14	0	46	17	7&3	18&27
Cn1c(SCc2ccc(Cl)cc2)nnc1C1CC1	3	0.3	-0.7	-3	3	39	8	10	-1
O=C(NCC(O)COc1ccc([N+](=O)[O-])cc1)c1ccccc1 (configuration not stated)	11	0.0	-0.1	7	.	-4	9	10	-15
CNC(=O)c1nnn(-c2ccccc2)c1C(=O)NC	-31	-0.1	0.2	-8	0	13	-10	14	10
CCc1ccc(NS(=O)(=O)c2ccc3[nH]cc(C(=O)N4CCc5ccccc54)c(=O)c3c2)cc1	8	0.1	-1.6	-5	-3	13	12	5	4
CN1CCN(C(=O)C2=C[C@H](C(C)(C)C)C[C@H](OCCCCO)O2)CC1	16	1.1	0.5	-2	-4	16	14	8	-5
Cn1nc(-c2ccc(C(=O)N3CCN(Cc4ccccc4)CC3)cc2)c2ccccc2c1=O	14	0.8	-0.4	-10[fluorescence artefact?]	6	23	-20	-1	-2
COC(=O)c1cc(C(=O)OCC(=O)Nc2cc(C)on2)cc([N+](=O)[O-])c1	-3	-0.1	-0.7	-2	.	5	-28	12	-9
CCOC(=O)C1=C(c2ccccc2)OC(N)=C(C#N)C1C1CCCCC1 (configuration not stated)	-2	-0.1	-0.8	3	-1	109*	-3	8	32
CCCN(CC(=O)Nc1ccc(C)cc1Br)CC(=O)Nc1ccc(F)c(F)c1F	15	-0.1	-1.9	6	2	72*	6	8	-2
CN(C)c1cccc(C(=O)OCC(=O)N(Cc2ccccc2)C2CCS(=O)(=O)C2)c1 (configuration not stated)	13	0.1	1.3	-4	-1	-12	-12	4	-33

Whole records as entered above.
`O=C(O)c1ccc(C2SCC(=O)N2Cc2ccco2)cc1` (configuration not stated) across the screens: PPC-1+TRAIL kill: .; TRPML3 ag: 0.9; TRPN1 ag: 1.1; 14-3-3 Bad inh: -14; NPY Y1 blocker: 0; CHOP inhibitor: 46; NPY-Y1 PAM-ag: 17; EP2 antag: 7&3; EP2 modulator: 18&27
`CN(C)c1cccc(C(=O)OCC(=O)N(Cc2ccccc2)C2CCS(=O)(=O)C2)c1` (configuration not stated) across the screens: PPC-1+TRAIL kill: 13; TRPML3 ag: 0.1; TRPN1 ag: 1.3; 14-3-3 Bad inh: -4; NPY Y1 blocker: -1; CHOP inhibitor: -12; NPY-Y1 PAM-ag: -12; EP2 antag: 4; EP2 modulator: -33

The results go on:
SMILES	PPC-1+TRAIL kill	TRPML3 ag	TRPN1 ag	14-3-3 Bad inh	NPY Y1 blocker	CHOP inhibitor	NPY-Y1 PAM-ag	EP2 antag	EP2 modulator
O=C(CCNC(=O)c1ccc([N+](=O)[O-])cc1)N/N=C/c1ccc(F)cc1	13	0.6	-0.3	-1	-2	8	6	9	-29
CCc1ccc(NCc2cc3c(C)nn(-c4ccccc4)c3[nH]c2=O)cc1	30	0.2	-0.9	-10	-4	65	-2	29	-11
CCN1CCN(CC(=O)N2N=C(c3cccs3)CC2c2ccc(F)cc2)C(=O)C1=O (configuration not stated)	7	0.7	1.4	-3	3	7	14	1	9
CCCCCCOc1ccc(C(=O)NCCCn2ccnc2)cc1	0	-1.6	-0.3	-12	14	5	-39	3	-28
Cc1cccc(C)c1OCc1n[nH]c(=S)n1N	-2	0.1	1.7	-9	4	17	8	9	12
CCOC(=O)C1(Cc2ccccc2)CCN(Cc2cnn(-c3ccccc3)c2)CC1	21	0.0	2.0	-13	13	6	-17	6	-7
CC(=O)Nc1ccc(C(=O)NN2C(=O)c3ccccc3C2=O)cc1	15	0.5	0.1	-3	-3	-4	2	8	6
Cn1c(=O)n(C)c2cc(NC(=O)c3cccc([N+](=O)[O-])c3)c(Br)cc21	23	1.5	0.5	2	4	-22	8	14	-7
CCn1c2ccccc2c2cc(NC(=O)COC(=O)c3ccccc3O)ccc21	24	1.2	0.7	-2	0	-4	0	6	-20

Assay outcomes deposited in PubChem by several laboratories.
